Compound activity (PubChem)
Giardia FBPA inh: inhibitors of Giardia lamblia fructose-1,6-bisphosphate aldolase; A8B2U2; purified Giardia FBPA; Potency, µM (doses to about 59.6 µM), for inactives: top-dose activity, negative = inhibition, most hits filed as inhibitors; 290,000 tested, 0.71% active; AID 2451; also: potency is read from the fitted curve at half-maximal effect; % is scaled to controls: 0 for no effect and ±100 for the full control effect; nearly all actives have a fitted effect of over 55% in size
Target sequence (A8B2U2 whole entry, looked up): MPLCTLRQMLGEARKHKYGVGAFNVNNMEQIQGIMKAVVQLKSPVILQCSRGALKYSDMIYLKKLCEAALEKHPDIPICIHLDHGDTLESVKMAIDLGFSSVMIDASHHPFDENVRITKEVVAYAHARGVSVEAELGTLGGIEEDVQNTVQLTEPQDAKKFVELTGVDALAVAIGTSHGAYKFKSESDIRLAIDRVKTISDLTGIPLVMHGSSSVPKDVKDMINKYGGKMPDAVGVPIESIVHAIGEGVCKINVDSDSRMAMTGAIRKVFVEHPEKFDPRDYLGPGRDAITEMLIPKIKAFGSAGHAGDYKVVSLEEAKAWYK
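Giardia FBPA (40 nM reagent) was preincubated 10 min at RT with compound (up to 57.5 uM final), then substrate plus GAPDH/TPI/NAD/arsenate coupling system with diaphorase/resazurin was added; resorufin fluorescence (525/598 nm) was read after 20 min.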
AMA1-RON2 inh: disrupts binding of P. falciparum AMA1 to RON2 | AlphaScreen AMA1-biotinylated RON2 peptide binding | Potency, µM (titrated, usually from 58.2 µM), inactives show at the highest dose activity change, negative = inhibition, usual class: inhibitors | 360,000 tested, 0.2% active | AID 720542;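 also: potency is read from the fitted curve at half-maximal effect; 0% = vehicle wells and -100% = peptide control; nearly all actives have a fitted effect of over 45% in size; some results filed as inactive show a strong effect at the top dose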
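AMA1 (3D7) with his tag at 25 nM final met compounds first, then biotinylated RON2 peptide at 25 nM; detection used donor plus acceptor beads, 10 µg/mL apiece, read by AlphaScreen after 30 min at room temperature.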
HCMV inh: inhibitors of human cytomegalovirus; HFF cells, HCMV-luciferase reporter, 72 h; hits give low values; activity change, negative = inhibition, % at 57.5 µM; 410,000 tested, 4.5% active; in the data active = activity change below about -60%; inconclusive = no clear call, values can overlap the other calls; inactive = above about -39%; also: % is scaled to controls: 0 for no effect and ±100 for the full control effect
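Cell-based, HFFs, 1000 cells/well, 16 h 37C; cpds in DMSO + HCMV-luc, MOI 1 PFU/cell; 72 h 37C; OneGlo luminescence after 5 min RT; norm. to buffer vs Salinomycin 10uM.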
Shiga toxin inh: inhibitors of Shiga toxin in Vero cells; inhibition, % at 38.7 µM; Vero cells, Shiga toxin protein synthesis inhibition reporter; 290,000 tested, 9.2% active; in the data active = inhibition mostly above about 28%, no sharp cut-off; inactive = mostly below about 43%; also: 0% is about no effect
AmpC inh detg: AmpC beta-lactamase inhibition with detergent present. P00811. AmpC hydrolysis of nitrocefin, absorbance 480 nm, 0.01% Triton. Potency, µM (doses to about 114 µM), inactives show at the highest dose activity change, negative = inhibition, usual class: inhibitors. 370,000 tested, 0.041% active. AID 485294;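 also: potency is read from the fitted curve at half-maximal effect; 0% = no-compound wells and -100% = no-enzyme wells; nearly all actives have a fitted effect of over 25% in size; some results filed as inactive show a strong effect at the top dose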
Target sequence (P00811 whole entry, looked up): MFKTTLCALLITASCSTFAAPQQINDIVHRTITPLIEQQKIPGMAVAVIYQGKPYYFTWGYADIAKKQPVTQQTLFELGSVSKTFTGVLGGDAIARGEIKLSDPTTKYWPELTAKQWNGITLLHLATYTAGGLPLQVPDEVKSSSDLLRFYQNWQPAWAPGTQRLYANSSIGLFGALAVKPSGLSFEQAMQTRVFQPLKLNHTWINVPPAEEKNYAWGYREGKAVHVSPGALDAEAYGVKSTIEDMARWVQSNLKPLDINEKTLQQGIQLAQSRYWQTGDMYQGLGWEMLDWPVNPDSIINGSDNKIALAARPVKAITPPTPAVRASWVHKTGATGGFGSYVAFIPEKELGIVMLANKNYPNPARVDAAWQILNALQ
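20 mM phosphate pH 7.0 + 0.01% (detergent screen) or 0.0001% Triton X-100; 5.3 nM AmpC reagent; cpd preinc 15 min RT; nitrocefin (800 uM stock) to start; A480 q20 s × 4 min; Activity was normalised to no-enzyme and no-compound control wells.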
AmpC no deterg: AmpC beta-lactamase inhibition without detergent | AID 485341 | AmpC nitrocefin hydrolysis, absorbance 480 nm, 0.0001% Triton | 330,000 tested, 0.52% active | Potency, µM (series often up to 57.1 µM), without a hit: at the highest dose activity change, negative = inhibition, most hits filed as inhibitors | P00811;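 also: potency is read from the fitted curve at half-maximal effect; plate controls were no compound for no effect and no enzyme for full effect; nearly all actives have a fitted effect of over 20% in size; some results filed as inactive show a strong effect at the top dose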
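AmpC (5.3 nM in the dispensed reagent) in 20 mM phosphate pH 7.0 with 0.01% (detergent screen) or 0.0001% Triton X-100 was preincubated with compounds for 15 min at room temperature. Nitrocefin was then added from an 800 uM solution, and hydrolysis was followed at 480 nm.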
CHX counter: counter-screen hit for Shiga toxin inhibitors, cycloheximide; max response, %; 300,000 tested, 12% active; cell reporter, cycloheximide protein synthesis inhibition counterscreen; in the data active = max response mostly above about 13%, no sharp cut-off; inactive = mostly below about 14%; also: read at 38.3 µM for the half of the compounds with a filed dose; 0% is about no effect
* marks the source's active call; other numbers are inactive results; ? = inconclusive; . = no result given; & = joins results of further samples; [ ] = another dose, or the depositor's remark. Unless noted, calls follow the shape of the dose curve; as a rule, active = well fitted curve in the direction sought with a large enough effect; inconclusive = small, poorly fitted or top-dose-only effect, or another doubt; inactive = no such curve, though single readings can be large; an effect the other way counts as inactive or inconclusive.

SMILES | Giardia FBPA inh | AMA1-RON2 inh | HCMV inh | Shiga toxin inh | AmpC inh detg | AmpC no deterg | CHX counter
CCCc1cc(C(=O)Nc2ccc(C(=O)c3ccc(F)cc3)cc2)n(C)n1 | 1% | -7% | . | 8 | 3% | 2% | -4
CC1=CC2=NC(=O)CC(C)(C(=O)N(CC(=O)NC3CCCC3)c3ccccc3C)N2C=C1 (stereo not given) | 2% | 0% | -6 | -13 | ? | 3% | 6
O=C(NC1(C(F)(F)F)Oc2ccc(Cl)cc2O1)N1CCC2(CC1)OCCO2 (stereo not given) | ? | 24% | -6 | -6 | 5% | -23% | -2
N#Cc1ccccc1Sc1ccccc1C(=O)NCC(c1ccco1)N1CCCC1 (stereo not given) | . | -6% | 22 | . | ? | 17% | .
CC(=O)Nc1ccc(S(=O)(=O)Nc2nc3cc4c(cc3nc2Cl)OCCO4)cc1 | -15% | 14% | 5 | 9 | -4% | -17% | 1
CCn1c(COc2ccccc2C)nnc1SCC(=O)Nc1cc(C)on1 | 4% | 21% | 42 | -14 | ? | -27% | -2
O=C(Cn1ccc(C(F)(F)F)n1)N=Nc1c(O)[nH]c2ccc(Br)cc12 | -6% | -6% | 49 | -11 | -7% | -51% | 0
COc1cccc(/C=N/NC(=O)NC2CCCCC2)c1O | 1% | 79%[activator] | 16 | 52* | 5% | -38% | 34*
COc1ccc(N(CC(=O)N2CCc3ccccc32)S(=O)(=O)c2c(C)noc2C)cc1 | -1% | 8% | 8 | 7 | -2% | -5% | 2
Cn1nc(C(=O)N2CCCC2)c2ccccc2c1=O | 0% | 3% | 33 | -10 | -15% | -18% | -2
CC(C)C[C@@H](CC#N)N1CCN(Cc2ccccc2)CCC1=O | -1% | 15% | -39 | -6 | ? | 2% | -1
O=C(CSc1nnc(NC(=O)c2ccco2)s1)Nc1ccccc1F | 20% | 0% | 36 | 11 | -2% | -23% | 1
CC(C)c1ccc(/C=C/C(=O)NCc2ccc(S(N)(=O)=O)cc2)cc1 | 0% | 6% | 1 | 16 | -2% | -51% | 11
CC(C)(C)C(=O)Nc1cccc(-c2nnc(-c3cccc(NC(=O)C(C)(C)C)c3)o2)c1 | 0% | 12% | ? | 10 | -8% | -25% | 1
CS(=O)(=O)c1ccc(-c2cccc(NC(=O)c3ccco3)c2)nn1 | . | 10% | -15 | . | -13% | 5% | .

Quoted from the listing.
CCn1c(COc2ccccc2C)nnc1SCC(=O)Nc1cc(C)on1 in AMA1-RON2 inh shows 21%
CC(=O)Nc1ccc(S(=O)(=O)Nc2nc3cc4c(cc3nc2Cl)OCCO4)cc1 in AmpC no deterg shows -17%
O=C(NC1(C(F)(F)F)Oc2ccc(Cl)cc2O1)N1CCC2(CC1)OCCO2 (stereo not given) in AmpC inh detg shows 5%
COc1cccc(/C=N/NC(=O)NC2CCCCC2)c1O in Shiga toxin inh shows 52*

(listing goes on)
SMILES | Giardia FBPA inh | AMA1-RON2 inh | HCMV inh | Shiga toxin inh | AmpC inh detg | AmpC no deterg | CHX counter
COc1cccc2cc(C(=O)NCC3CCCO3)c(=O)oc12 (stereo not given) | 1% | 7% | -5 | 33 | ? | -9% | 30*
COC(=O)Cc1ccc(OC(=O)CCS(=O)(=O)c2ccc(C)cc2)cc1 | . | 10% | 6 | . | ? | -19% | .
O=C(O)c1ccc(-c2nc3scc(-c4ccccc4)c3c(=O)[nH]2)cc1 | 5% | 0% | 25 | -10 | 1% | -23% | -2
COc1ccc(-c2cc(C(F)(F)F)nc(NC3CCCC3)n2)cc1OC | 0% | 9% | 25 | -16 | -6% | 44% | -5
Cc1cnc(NC(=O)c2ccc3c(c2)C(=O)N(Cc2ccco2)C3=O)s1 | 4% | -9% | -19 | 3 | -14% | -27% | 13*
Cc1cc(N2CCN(CC(O)C(F)(F)F)CC2)c2ccccc2n1 (stereo not given) | 2% | 0% | 14 | -2 | -7% | 30% | -3
CCOC(=O)CC1C(=O)NCCN1C(=O)c1cccc(C(F)(F)F)c1 (stereo not given) | -9% | 1% | 14 | -8 | -9% | -4% | -2
COc1ccc(N2CCN(C(=O)Cn3ncc4c([nH]c5ccccc54)c3=O)CC2)cc1 | -1% | 8% | 9 | -2 | -3% | -13% | -3
CCN(CC)C(=O)c1ccccc1NS(=O)(=O)c1ccc(OC)c(C(=O)N2CCOCC2)c1 | -1% | 0% | -22 | -8 | -12% | -27% | -4
C=CCOc1cccc(CNn2nnnc2N)c1 | 2% | 1% | -32 | 29 | -2% | -13% | -2
CNC(=S)N(CCc1ccc(OC)c(OC)c1)C1CC(=O)N(c2ccccc2)C1=O (stereo not given) | -8% | -24% | . | 7 | 5% | 10% | 7
COc1ccc(C)cc1NC(=O)C(C)N(c1ccc(C)cc1)S(C)(=O)=O (stereo not given) | -5% | 1% | -8 | -6 | 2% | 21% | -4
COc1cccc(-c2c(C(=O)N/N=C(\C)c3cccnc3)nnn2-c2nonc2N)c1 | 8% | -1% | -1 | 16 | -9% | 0% | -8
O=C(NNc1ccc(C2CCCCC2)cc1)C(O)(c1ccccc1)c1cccs1 (stereo not given) | -8% | -4% | 29 | 37 | ? | -36% | 16*
CC(=O)Nc1cc(-c2ccccc2)ccc1O | -8% | 4% | -13 | 44 | -13% | 1% | 4
COC(=O)c1ccc(S(=O)(=O)N2CCc3ccccc32)cc1 | 8% | 2% | -15 | 21 | 5% | -4% | 7
COc1cc2c(cc1C1C(C#N)=C(N)OC3=C1C(=O)CC(C)(C)C3)OCO2 (stereo not given) | -22% | 22% | 17 | . | -1% | -25% | 1
O=C(CN1CCN(S(=O)(=O)/C=C/c2ccccc2)CC1)NC(=O)NCc1ccco1 | -10% | -1% | 62 | -6 | -17% | 36% | -3
COc1ccc(OC)c(CCNC(=O)c2sc3nc4n(c(=O)c3c2C)CCC4)c1 | . | 0% | 10 | 10 | 4% | 166%[activator] | 7
O=C(CN1C(=O)NC2(CCCC2)C1=O)Nc1nc2ccc(F)cc2s1 | . | 4% | 15 | . | -22% | -30% | .
C=CCn1c(SCC(=O)c2ccccc2)nnc1-c1ccc2c(c1)OCO2 | -11% | 13% | 2 | 38 | -2% | -24% | 35
O=C(c1ccc(S(=O)(=O)N2CCCCCC2)cc1)N1CCN(c2ccccc2)CC1 | -1% | -1% | -8 | -7 | -12% | 8% | -2
O=C1CCCc2c1cc(C(=O)NC1CCSC1=O)c(=O)n2-c1ccccc1 (stereo not given) | -25% | 2% | -25 | 20 | -2% | -19% | -2
CC(=O)c1sc(N/N=C/c2ccc(C(C)C)cc2)nc1C | -9% | 2% | 86 | 69* | -8% | -8% | 43*
CC(=O)Nc1ccc(S(=O)(=O)N2CCC(NC(=O)C(Cc3ccccc3F)NC(C)=O)CC2)cc1 (stereo not given) | 10% | -13% | -28 | -7 | -2% | 8% | -4
O=C(Nc1ccc(F)cc1)C1CCCN1S(=O)(=O)c1ccc(Br)cc1 (stereo not given) | -9% | 0% | 1 | -12 | -1% | -11% | -3
COc1cc2nc(CN(C)Cc3ccc(OC)c(OC)c3OC)[nH]c(=O)c2cc1OC | -8% | 103%[activator] | 52 | 37* | 4% | 3% | 11*
Nc1ccc(Br)cc1-c1nc2ccccc2[nH]c1=O | 1% | 9% | 58 | 75* | ? | -20% | 20
CCC1CCCCN1S(=O)(=O)Cc1ccccc1Cl (stereo not given) | 5% | 4% | -9 | -10 | -4% | -7%[2.29 µM] | -1
Cc1ccc(C)c(N(CC(=O)N2CCCC2)S(C)(=O)=O)c1 | 9% | -6% | 0 | -6 | ? | -1% | -1
CCN(CC(=O)NCc1ccc(F)cc1)S(=O)(=O)c1ccc(Cl)s1 | . | -6% | 83 | . | . | -23% | .
CC(C)c1nc(SCC(=O)Nc2cccc(C(=O)O)c2)c2c3c(sc2n1)CCCC3 | 10% | -4% | -5 | 1 | 0% | -13% | 2
CCOc1ccc(NC(=O)NCCCCc2ccccc2)cc1 | -4% | -7% | -14 | 13 | -1% | -22% | 0
CCCCCn1c(SCc2ccncc2)nc2cc(C(=O)NCc3ccco3)ccc2c1=O | -4% | 8% | -38 | -9 | -1% | 0% | -1
CC1=C(C(=O)OCc2ccccc2)C(c2ccc([N+](=O)[O-])cc2)NC(=O)N1CCCCCC(=O)O (stereo not given) | 4%&6% | -8% | . | -13 | ? | -5% | -4
CN(C/C(O)=C(\C#N)c1ccccc1)C1CCCCC1 | ? | 18% | 20 | 2 | ? | -12% | 20
O=C(/C=C/c1ccc([N+](=O)[O-])cc1)c1cccnc1 | 5% | -15% | 31 | -6 | -3% | -17% | -2
O=C1NC(=O)C2(COC(c3ccccc3Cl)OC2)S1 (stereo not given) | -14% | -3% | 6 | -5 | -9% | -15% | 4
COc1ccc2cc3cc(C(=O)NCc4ccco4)oc3nc2c1 | -8% | -9% | 33 | -6 | -1% | -13% | -1
CN1CCN(C(=O)C2=C[C@@H](C3CCCCC3)C[C@@H](OCCCCO)O2)CC1 | -4% | 3% | -21 | 8 | 3% | 75%[activator] | 2
C/C(N)=C(/C#N)C(=O)CSc1nc2ccccc2c(=O)n1-c1ccc(C)cc1 | -8% | . | . | -1 | -9% | -12% | 5
O=C(NCc1n[nH]c(=S)n1-c1ccccc1)c1ccco1 | -19% | -1% | 41 | 15 | 4% | -12% | 5
Cc1cc(=O)oc(C)c1C(=O)Nc1cnc2ccccc2c1 | -5% | -1% | 38 | -19 | ? | -9% | -1
Cc1ncsc1C(=O)N1N=C2/C(=C/c3ccccc3)CCCC2C1c1ccccc1 (stereo not given) | 5% | 9% | 56 | -13 | -3% | 45% | 2
C=CCOc1ccc(C(=O)NC2CCCCC2)cc1 | 0% | 0% | 97 | 111* | -8% | -21% | 21*

Filtered by structure, those above with a nitro group on carbon
SMILES | Giardia FBPA inh | AMA1-RON2 inh | HCMV inh | Shiga toxin inh | AmpC inh detg | AmpC no deterg | CHX counter
CC1=C(C(=O)OCc2ccccc2)C(c2ccc([N+](=O)[O-])cc2)NC(=O)N1CCCCCC(=O)O (stereo not given) | 4%&6% | -8% | . | -13 | ? | -5% | -4
O=C(/C=C/c1ccc([N+](=O)[O-])cc1)c1cccnc1 | 5% | -15% | 31 | -6 | -3% | -17% | -2

Further results:
SMILES | Giardia FBPA inh | AMA1-RON2 inh | HCMV inh | Shiga toxin inh | AmpC inh detg | AmpC no deterg | CHX counter
Cc1cc(C)n2nc(SC(C)C(=O)NCc3ccco3)nc2n1 (stereo not given) | 9% | -15% | 33 | 31 | -5% | 101%[activator] | -1
COc1ccc(-c2c(C)sc(NC(=O)c3ccnn3C)c2C#N)cc1 | -6% | 10% | -89* | 9 | -11% | -25% | -4
CC(NC(=O)c1ccc([N+](=O)[O-])o1)C12CC3CC(CC(C3)C1)C2 (stereo not given) | 9% | -10% | ? | 45* | -7% | 9% | 35*
Cc1nnc(NC(=O)C(C)Sc2nnc(CCNC(=O)c3ccccc3F)n2C)s1 (stereo not given) | -30% | 4% | 6 | -12 | 7% | -6% | -10
CCOc1ccccc1CN1CCN(Cc2csc(C(C)=O)c2)CC1CCO (stereo not given) | 10% | 9% | -20 | 2 | -6% | 25% | -3
